Source: PubChem
12-LOX inh – ALOX12 (human) lipoxygenase inhibition; purified 12hLO, xylenol orange hydroperoxide absorbance; Potency, µM (top dose mostly 108 µM), without a hit: at the top dose activity change, negative = inhibition, actives largely listed as inhibitors; 580,000 compounds, 1.1% hits; also: potency is read from the fitted curve at half-maximal effect; % is scaled to controls: 0 for no effect and ±100 for the full control effect
Target sequence (P18054 whole entry, looked up): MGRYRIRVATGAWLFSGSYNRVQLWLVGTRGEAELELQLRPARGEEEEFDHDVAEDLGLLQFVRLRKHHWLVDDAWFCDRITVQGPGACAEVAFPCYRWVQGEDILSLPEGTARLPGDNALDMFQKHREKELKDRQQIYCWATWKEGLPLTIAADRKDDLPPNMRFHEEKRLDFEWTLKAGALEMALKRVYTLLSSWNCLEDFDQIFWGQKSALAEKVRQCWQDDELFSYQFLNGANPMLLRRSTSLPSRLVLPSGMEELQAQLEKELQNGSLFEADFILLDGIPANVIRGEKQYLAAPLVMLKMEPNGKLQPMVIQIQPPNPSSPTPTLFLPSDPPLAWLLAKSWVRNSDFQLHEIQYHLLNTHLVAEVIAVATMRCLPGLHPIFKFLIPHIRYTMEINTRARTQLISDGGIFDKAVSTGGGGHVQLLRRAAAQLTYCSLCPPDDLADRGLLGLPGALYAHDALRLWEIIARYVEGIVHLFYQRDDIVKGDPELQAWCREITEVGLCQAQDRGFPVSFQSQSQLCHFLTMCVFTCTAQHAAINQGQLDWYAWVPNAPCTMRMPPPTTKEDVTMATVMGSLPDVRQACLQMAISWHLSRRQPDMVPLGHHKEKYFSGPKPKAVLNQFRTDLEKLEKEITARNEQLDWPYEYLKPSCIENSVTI
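Purified human 12hLO (150 nM final) in 25 mM Hepes, 0.01% Triton X-100, pH 7.0 was preincubated 15 min at room temperature with compound. Then 40 uM arachidonic acid was added, 30 min. Hydroperoxide was read by Fe-XO absorbance ratio 573/405 nm.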
TRHR ag – agonists of human TRH receptor; P34981; TRHR cells, calcium flux fluo-8, FDSS agonist mode; activation, % at 2 µM; 360,000 compounds, 0.18% hits; AID 493084; in the data active = activation above about 30%; also: 0% is about no effect
Target sequence (P34981 whole entry, looked up): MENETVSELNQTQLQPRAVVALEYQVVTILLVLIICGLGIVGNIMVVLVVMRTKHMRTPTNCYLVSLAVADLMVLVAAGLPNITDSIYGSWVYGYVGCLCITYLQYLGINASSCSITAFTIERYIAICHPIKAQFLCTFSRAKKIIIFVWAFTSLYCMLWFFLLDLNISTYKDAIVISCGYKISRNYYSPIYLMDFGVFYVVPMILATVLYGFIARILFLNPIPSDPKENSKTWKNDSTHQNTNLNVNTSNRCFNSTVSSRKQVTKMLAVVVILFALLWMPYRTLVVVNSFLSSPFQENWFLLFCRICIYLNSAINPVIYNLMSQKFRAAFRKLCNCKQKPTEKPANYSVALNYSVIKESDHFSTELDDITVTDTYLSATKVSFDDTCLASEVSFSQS
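Fluo-8-loaded TRHR cells; 10 s baseline, compound added, kinetic Ca2+ fluorescence read 1/s, agonist mode.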
POLI inh – inhibitors of human DNA polymerase iota; Pol iota fluorescent replication assay, 10 min; 390,000 compounds, 1% hits; Q9UNA4; Potency, µM (highest dose often 115 µM), for inactives: top-dose activity, negative = inhibition, actives largely listed as inhibitors; also: potency is read from the fitted curve at half-maximal effect
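Fluorescent replication assay read twice, at 0 min and 10 min after adding 50 nM (final) substrate. Enzyme (10 nM) and compounds were first incubated 15 min at room temperature; enzyme-free buffer wells were negative controls.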
BLM helicase inh – inhibitors of human Bloom syndrome helicase BLM. P54132. recombinant BLM DNA unwinding, fluorescence dequenching. Potency, µM (highest dose often 56.1 µM), without a hit: at the top dose activity change, negative = inhibition, actives largely listed as inhibitors. 350,000 compounds, 0.2% hits;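 also: potency is read from the fitted curve at half-maximal effect; plate controls were vehicle for no effect and no enzyme for full effect; nearly all actives have a fitted effect of over 35% in size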
Pol kappa inh – DNA polymerase kappa (human) inhibition | Q9UBT6 | purified Pol kappa, fluorescent DNA synthesis assay, 10 min | Potency, µM (highest dose often 107 µM), for inactives: top-dose activity, negative = inhibition, most hits filed as inhibitors | 400,000 compounds, 0.53% hits | AID 588579; also: potency is read from the fitted curve at half-maximal effect; % is scaled to controls: 0 for no effect and ±100 for the full control effect
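Kinetic fluorescence screen: compound preincubated 15 min RT with 10 nM enzyme; 50 nM substrate (final) initiates; reads at 0/10 min.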
APE1 inh – blocks human APE1 abasic DNA cleavage. P27695. recombinant APE1, TAMRA/BHQ-2 abasic DNA cleavage fluorescence. Potency, µM (doses to about 65.8 µM), without a hit: top-dose activity change, negative = inhibition, hits mostly inhibitors. 350,000 compounds, 0.35% hits;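 also: potency is read from the fitted curve at half-maximal effect; plate controls were vehicle for no effect and reference inhibitor for full effect; nearly all actives have a fitted effect of over 55% in size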
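Compound pre-exposure to 0.75 nM APE1, 15 min at ambient temperature. Reaction initiated with 50 nM TAMRA/BHQ-2 THF substrate, read immediately in kinetic mode, 525 nm excitation, 598 nm emission.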
Anesthetic bind – candidate novel general anesthetic via apoferritin binding; 350,000 compounds, 0.074% hits; apoferritin/1-aminoanthracene competitive binding, fluorescence; AID 485281; Potency, µM (series often up to 77.5 µM), inactives show at the highest dose activity change, negative = displacement, hits mostly inhibitors; also: potency is read from the fitted curve at half-maximal effect; % is scaled to controls: 0 for no effect and ±100 for the full control effect; nearly all actives have a fitted effect of over 20% in size
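In PBS, apoferritin at 10 uM is loaded with 1-AMA from a 50% saturated solution. After 10 min of compound exposure at ambient temperature, reduced 535 nm fluorescence indicates probe displacement.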
POLB inh – DNA polymerase beta (human) inhibition | P06746 | Potency, µM (titrated, usually from 114 µM), for inactives: top-dose activity change, negative = inhibition, usual class: inhibitors | Pol beta primer extension/strand displacement, fluorescence kinetic | 340,000 compounds, 1.3% hits; also: potency is read from the fitted curve at half-maximal effect; % is scaled to controls: 0 for no effect and ±100 for the full control effect
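Human Pol beta at 10 nM; strand-displacement substrate 50 nM final. Compound exposure 15 min at room temperature before start, reaction 10 min at room temperature.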
ERG-DNA inh – ERG Ets/DNA interaction inhibition. P11308. fluorescence polarization, His-ERG Ets domain / labelled DNA. Potency, µM (titrated, usually from 76.9 µM), inactives show at the highest dose FP activity, negative = inhibition, usual class: inhibitors. 370,000 compounds, 0.028% hits. AID 624246; active = well fitted inhibition curve with a large enough effect in the polarisation, with a control signal flat; inconclusive = small, poorly fitted or top-dose-only effect, or effect the other way, or a change in a side signal; inactive = no such curve, though single readings can be large or run the other way; the % refers to the polarisation;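 also: polarization taken with two DNA probes labelled with fluorescein and Texas red; potency is read from the fitted curve at half-maximal effect; % of control where 0% means no effect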
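His-tagged ERG Ets domain (1 uM in the protein solution; 300mM KCl, 50mM Tris-HCl, 1mM EDTA, 1mM DTT, pH 7.5) received compound, then a probe mix of 5 nM fluorescein-DNA and 100nM Texas-615-DNA. Fluorescence polarization was read for both dyes.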
Starred values were filed as active, the others as inactive; u = inconclusive; x = no result given; [ ] = another dose, or the depositor's remark. Unless noted, calls follow the shape of the dose curve; as a rule, active = well fitted curve in the direction sought with a large enough effect; inconclusive = small, poorly fitted or top-dose-only effect, or another doubt; inactive = no such curve, though single readings can be large; an effect the other way counts as inactive or inconclusive. An excerpt; rates above refer to the full screens.

Order of results – Anesthetic bind | TRHR ag | ERG-DNA inh | POLI inh | POLB inh | APE1 inh | Pol kappa inh | 12-LOX inh | BLM helicase inh
[1] O=C(C[n+]1cccc(CO)c1)Nc1nc2ccccc2s1
    -9% | 1.0 | 0% | -15% | 12% | 0% | -6% | 332%[activator] | 6%
[2] Cc1occc1C(=O)Nc1c(F)cc(F)cc1Br
    2% | -0.4 | 4% | 0%[58.9 µM] | 5% | -6% | -1% | -6% | -13%
[3] NC(=NCCc1c[nH]c2ccccc12)NS(=O)(=O)c1ccc(F)cc1
    -2% | 0.3 | -4% | 4% | 18% | -3% | -16% | -10% | 0%
[4] COc1ccc(CCC(=O)N(C)CC(=O)Nc2ccc(Cl)c(C(F)(F)F)c2)cc1
    -6% | 0.1 | -2% | 20% | -1% | -18% | -4% | -13% | -10%
[5] CC(C)(C)NS(=O)(=O)c1ccc(OCC(=O)NCc2ccco2)cc1
    0% | 0.4 | 0% | 106%[activator] | -1% | -3% | -6% | -2% | -9%
[6] CCCCN(CC)C(=O)c1cc2c(=O)[nH]c3ccc(C)cc3c2s1
    -9% | 1.1 | 7% | 1% | 0% | 8% | 0% | -4% | -9%
[7] COc1ccc(-n2c(CCc3ccccc3)nnc2SCC(=O)c2ccc(Cl)cc2)cc1
    -13% | -1.4 | x | 9% | -2% | -2% | -3% | -16% | -8%
[8] CCOC(=O)c1ccc(CNC(=O)C2CCCCC2C(=O)OCC(F)(F)F)o1 (centres undefined)
    -13% | 1.2 | 1% | -2% | 12% | 3% | -5% | -4% | 1%
[9] COc1cccc(NC(=S)/C(=C(\[O-])c2ccc(C)c([N+](=O)[O-])c2)[n+]2ccccc2)c1
    u | -0.3 | 7% | 50%[activator] | 23% | 11% | -22% | 0% | -11%
[10] O=C(O)c1ccccc1-c1ccccc1C(=O)Nc1cccc(Br)c1
    -14% | 0.6 | 2% | 1% | 9% | -7% | -21% | -25% | -1%
[11] O=C1CCN1C1(C(=O)NC2CCCCC2)CCCC1
    1% | 0.2 | -5% | -15% | 3% | 4% | -1% | -19% | -4%
[12] Cc1ccccc1-c1cccc([C@@H]2C[C@H]3C(CN2)CON3C)c1 (some centres undefined)
    x | x | 11% | 9% | x | x | -1% | -20% | x
[13] NNC(=O)Cn1nc(-c2ccccc2)c2ccccc2c1=O
    3% | 0.6 | -5% | -2% | 14% | -11% | -10% | u | -2%
[14] COc1ccc(-c2csc(NC(=O)CSc3n[nH]c(N)n3)n2)cc1
    5% | 0.2 | 2% | 168%[activator] | 16% | 9% | -5% | -17% | -3%
[15] O=c1c2c([nH]c3ccccc13)CCCCC2
    -7% | 0.7 | -2% | 1% | -16% | -6% | -4% | 5% | 0%
[16] O=S(=O)(Nc1cccnc1)c1ccc(C2CCCCC2)cc1
    u | 0.5 | 7% | 5% | 1% | -8% | -3% | u | -4%
[17] C=C(C)C(=O)Nc1cccc(C2=NOC3(C2)C[C@@H](C(N)=O)N(C(=O)[C@H]2CCC(=O)N2)C3)c1 (some centres undefined)
    10% | -1.3 | 0% | -6% | 56µM* | 1% | -11% | u | 5%
[18] CCc1ccccc1Nc1nn2c(=O)c3ccc(C(=O)NC(C)C)cc3nc2s1
    -14% | 0.1 | 6% | 4% | 10% | x | -1% | -20% | -4%
[19] Cc1cc(C)c(NC(=S)N(Cc2cccnc2)Cc2ccco2)c(C)c1
    -7% | -0.1 | 20% | 172%[activator] | -11% | 19% | -4% | -2% | 7%
[20] O=C(CSc1nnc(-c2ccccc2Br)o1)Nc1nncs1
    -4% | -0.1 | 3% | 58%[activator] | 6% | 5% | -12% | u | 4%
[21] Nc1ccc(C2(c3ccc(N)cc3)C(=O)Nc3ccccc32)cc1
    -13% | 0.6 | x | -6% | 7% | 4% | -3% | -1%[57.4 µM] | 2%
[22] CCNC(=O)N1CCCC(C(=O)c2ccc(OC)c(OC)c2)C1 (centres undefined)
    -2% | 1.4 | 20% | 15% | 35%[activator] | 0% | 6% | -2% | -3%
[23] CC1CN(Cc2c(O)ccc3c2oc(=O)c2ccccc23)CC(C)O1 (centres undefined)
    -10% | 0.3 | 5% | u | -17% | -10% | -28% | 5.6µM* | -3%
[24] Cc1cccc(Cn2c(=O)n(CCc3ccccc3)c(=O)c3sc4ccccc4c32)c1
    -3% | 0.6 | -2% | 28% | -21% | x | -10% | -13% | -6%
[25] COc1ccc(CCNC(=O)c2c(C)nc3ccccn23)cc1OC
    -2% | 1.4 | -1% | 69%[activator] | 35%[activator] | 16% | -15% | 0% | 8%
[26] COc1ccc(NC(C)=O)c([N+](=O)[O-])c1[N+](=O)[O-]
    x | x | 4% | 40%[activator] | x | x | -7% | u | x
[27] CCOP(=O)(OCC)C(NC(=O)Nc1ccccc1)C(N)=O (centres undefined)
    3% | 0.0 | -3% | 10% | 22% | -3% | -5% | -12% | -2%
[28] CCOc1ccc(C(=O)NCC(=O)OCc2c(C)noc2C)cc1OCC
    -3% | -0.4 | 4% | 78%[activator] | 37% | 16% | -5% | 3% | -1%
[29] COC(=O)c1sccc1NC(=O)CSc1ccccc1N
    u | -0.1 | 1% | -3% | -1% | 2% | 5% | -12% | -3%
[30] CCOC(=O)N1CCC2(CC1)C(C#N)=C(N)OC1=C2C(=O)CC(C)C1 (centres undefined)
    -7% | 0.1 | -11% | 0% | 33% | -1% | -6% | -9% | 0%
[31] Cc1ccc(-n2c(Cc3cccs3)nnc2SCC(=O)OC(C)C)cc1
    u | -1.7 | -7% | 13% | 1% | -1% | -18% | -5% | -3%
[32] CC(C)(C)N(Cc1ccccc1)C(=O)CSc1nnc(CNc2ccc(F)cc2)o1
    14% | 0.0 | 12% | 20% | 26% | -2% | -13% | -3% | -5%
[33] COC(=O)c1sc(NC(=O)Cc2cccs2)nc1C
    -5% | -0.5 | -3% | -7%[58.9 µM] | 10% | 1% | -20% | -2% | 0%
[34] COc1cc(S(=O)(=O)Nc2ccc(Br)cc2)ccc1N
    -6% | 0.0 | -7% | 10% | -14% | -3% | -2% | -15% | -3%
[35] COc1ccc(C2=NN(C(=O)CN3CCCCC3)C(c3ccc(C)cc3)C2)cc1 (centres undefined)
    -22% | -0.3 | 12% | 166%[activator] | 18% | 1% | -1% | -2% | -1%
[36] C=CCNc1nc(Cl)ncc1F
    -5% | 0.2 | -6% | 27% | 1% | -1% | -17% | 42%[activator] | 0%
[37] c1ccc(C2CC(c3cccs3)=NN2c2ccccc2)cc1 (centres undefined)
    22% | 2.4 | 88%[activator] | -23% | u | -4% | -26% | u | -14%
[38] COC(=O)CCCC1=CC2=CC(=O)C(C)(OC(=O)c3cccs3)C(=O)C2=CN1Cc1ccccc1 (centres undefined)
    -5% | -0.1 | -11% | u | u | -2%[12.4 µM] | -6% | -16% | -10%[12.4 µM]
[39] CCCCN1C(=O)c2ccc(C(=O)Nc3ccccc3N3CCOCC3)cc2C1=O
    -8% | -0.2 | 9% | 84%[activator] | 0% | -5% | 0% | 0% | -12%
[40] COc1ccc(CCNC(=O)CCc2c(C)nc3c(c(C)nn3-c3ccc(C)c(C)c3)c2C)cc1OC
    -3% | 0.2 | 5% | 24% | -21% | x | -4% | -12% | -9%
[41] COCCN(C(=O)c1ccc(C)c(S(=O)(=O)N2CCOCC2)c1)c1c(N)n(CC(C)C)c(=O)[nH]c1=O
    x | x | -6% | 5% | x | x | -29% | u | x
[42] CCCCC(=O)NC1(C(F)(F)F)C(=O)Nc2c1c(=O)[nH]c(=O)n2Cc1ccco1 (centres undefined)
    0% | 1.5 | 2% | -2% | 4% | -1% | -35% | u | -3%
[43] CCC(C(=O)Nc1cc(OC)c(NC(=O)c2ccccc2)cc1OC)c1ccccc1 (centres undefined)
    -6% | -2.1 | 7% | 35%[activator] | -1% | 26% | 10% | u | -6%
[44] CCC(CC)c1nnc(NC(=O)C2CCN(C(=O)c3ccco3)CC2)s1
    8% | -0.1 | 12% | -12% | 12% | 29% | -2% | u | 1%
[45] COC(=O)c1ccc(NC(=O)[C@H](C)NC(N)=O)cc1
    2% | 0.2 | -1% | 30% | 1% | -4% | 2% | 13% | -5%
[46] O=C(C1CCC(C(=O)N2CCc3ccccc32)CC1)N1CCc2ccccc21 (centres undefined)
    5% | -0.8 | -2% | 1% | 5% | 9% | -14% | 17% | -3%
[47] CN(CC(N)=O)S(=O)(=O)c1ccc(F)cc1
    -16% | -1.0 | -9% | -7% | -25% | -9% | -4% | 24% | 6%

Of the compounds above, these have a furan ring, fused or not:
Order of results – Anesthetic bind | TRHR ag | ERG-DNA inh | POLI inh | POLB inh | APE1 inh | Pol kappa inh | 12-LOX inh | BLM helicase inh
[2] Cc1occc1C(=O)Nc1c(F)cc(F)cc1Br
    2% | -0.4 | 4% | 0%[58.9 µM] | 5% | -6% | -1% | -6% | -13%
[5] CC(C)(C)NS(=O)(=O)c1ccc(OCC(=O)NCc2ccco2)cc1
    0% | 0.4 | 0% | 106%[activator] | -1% | -3% | -6% | -2% | -9%
[8] CCOC(=O)c1ccc(CNC(=O)C2CCCCC2C(=O)OCC(F)(F)F)o1 (centres undefined)
    -13% | 1.2 | 1% | -2% | 12% | 3% | -5% | -4% | 1%
[19] Cc1cc(C)c(NC(=S)N(Cc2cccnc2)Cc2ccco2)c(C)c1
    -7% | -0.1 | 20% | 172%[activator] | -11% | 19% | -4% | -2% | 7%
[42] CCCCC(=O)NC1(C(F)(F)F)C(=O)Nc2c1c(=O)[nH]c(=O)n2Cc1ccco1 (centres undefined)
    0% | 1.5 | 2% | -2% | 4% | -1% | -35% | u | -3%
[44] CCC(CC)c1nnc(NC(=O)C2CCN(C(=O)c3ccco3)CC2)s1
    8% | -0.1 | 12% | -12% | 12% | 29% | -2% | u | 1%
